mcGAS inh – inhibitors of mouse cGAS | Q8C6L5 | recombinant cGAS, Kinase-Glo ATP depletion luminescence | inhibition, % at 12.5 µM | 160,000 compounds, 0.15% hits;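 also: 0% = negative control wells and 100% = reference inhibitor with no enzyme activity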
hcGAS inh – human cGAS inhibition | Q8N884 | recombinant h-cGAS, ATP depletion, Kinase-Glo luminescence | inhibition, % at 12.5 µM | 290,000 compounds, 0.081% hits;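 also: 0% = vehicle reaction and 100% = reaction without DNA for no activity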
Target sequence (Q8N884 whole entry, looked up): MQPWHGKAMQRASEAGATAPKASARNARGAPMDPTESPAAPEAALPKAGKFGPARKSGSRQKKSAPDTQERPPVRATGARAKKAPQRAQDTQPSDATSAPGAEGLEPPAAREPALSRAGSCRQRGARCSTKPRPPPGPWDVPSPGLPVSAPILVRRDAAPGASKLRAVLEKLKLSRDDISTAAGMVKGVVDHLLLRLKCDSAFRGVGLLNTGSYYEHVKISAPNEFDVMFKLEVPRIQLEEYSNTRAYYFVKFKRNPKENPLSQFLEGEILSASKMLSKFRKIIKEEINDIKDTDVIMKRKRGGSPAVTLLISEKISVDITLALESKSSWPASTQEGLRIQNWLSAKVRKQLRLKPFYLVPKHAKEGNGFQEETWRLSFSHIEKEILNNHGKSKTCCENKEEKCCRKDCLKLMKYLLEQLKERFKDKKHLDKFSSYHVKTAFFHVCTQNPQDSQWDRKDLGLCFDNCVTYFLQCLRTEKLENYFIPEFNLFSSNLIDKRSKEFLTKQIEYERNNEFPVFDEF
NPYLR7 agonist – mosquito NPYLR7 agonism. HEK293T NPYLR7/Galpha15, GCaMP6s calcium fluorescence. activation, % at 10 µM. 270,000 compounds, 0.15% hits. AID 1259423; in the data active = activation above about 40%;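 also: 0% = vehicle and 100% = reference agonist at the receptor; some compounds past the cut are filed as inactive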
* marks the source's active call; other numbers are inactive results; & = joins results of further samples. Rule as the data show it, unless noted: active = inhibition above about 40%; inactive = the rest.

Screening COc1ccc(-c2cccc(-c3ccc(NC(=O)c4cccc(Cl)c4)cc3)n2)cc1 returned mcGAS inh -4, hcGAS inh -5 and NPYLR7 agonist 17.
For N#CC1(c2ccccc2)CCN(C(=O)C2CCCCC2C(=O)NCC(c2ccccc2)c2ccccc2)CC1 (stereo not given) the results were hcGAS inh -2 and NPYLR7 agonist -6.
`Cn1cnnc1C1CCCN(C(=O)c2cc(C3CC3)nn2C(C)(C)C)C1` (stereo not given) gave mcGAS inh -13, hcGAS inh -10 and NPYLR7 agonist 3.
For O=S(=O)(Nc1ccc(NS(=O)(=O)c2ccc(Cl)cc2)c(Cl)c1)c1ccc(Cl)cc1 the results were hcGAS inh -2 and NPYLR7 agonist -1.
For Cc1ccc(Nc2nc(-c3ccccc3)nc(Cl)c2N)cc1 the results were hcGAS inh -8 and NPYLR7 agonist 8.
Screening CCCCCNC(=O)C1CCN(C(=O)c2oc3ccc(Cl)cc3c2C)CC1 returned hcGAS inh -5 and NPYLR7 agonist 9.
Cc1ccc(CCNC(=O)NC2CCN(CC(F)(F)F)C2=O)cc1 (stereo not given) was read as hcGAS inh -8 and NPYLR7 agonist 7.
`CCOC(=O)c1ccc(CSc2nc3cc(S(=O)(=O)N4CCCC(C)C4)ccc3n2C2CCCC2)cc1` (stereo not given) gave mcGAS inh -5, hcGAS inh -5 and NPYLR7 agonist 4.
`Nc1nc(CSc2nncs2)nc(Nc2ccccc2)n1` gave hcGAS inh -2 and NPYLR7 agonist -7.
`O=C(NC(C1CC1)C1CC1)C1CCN(c2ccc(S(=O)(=O)N3CCOCC3)cc2[N+](=O)[O-])CC1` gave hcGAS inh 8 and NPYLR7 agonist -4.
Screening Cc1cc2nc(N(Cc3cccnc3)C(=O)c3ccc(S(C)(=O)=O)cc3)sc2cc1C returned mcGAS inh -4, hcGAS inh -5 and NPYLR7 agonist -5.
O=C(O)c1ccc(CN2CC(c3cccnc3)C2)cc1 was read as hcGAS inh -3 and NPYLR7 agonist -1.

An excerpt taken from the entries so far, for reference:
`O=C(NC(C1CC1)C1CC1)C1CCN(c2ccc(S(=O)(=O)N3CCOCC3)cc2[N+](=O)[O-])CC1` gave hcGAS inh 8 and NPYLR7 agonist -4.
Screening Cc1cc2nc(N(Cc3cccnc3)C(=O)c3ccc(S(C)(=O)=O)cc3)sc2cc1C returned mcGAS inh -4, hcGAS inh -5 and NPYLR7 agonist -5.

The results go on.
CC(C)N1CCC2(CC1)CN(C1CCCC1)Cc1ccccc1O2 was read as mcGAS inh -6 and hcGAS inh -10.
For CSc1nc(C)cc(Oc2ccc(=O)n(-c3ccccc3)n2)n1 the results were mcGAS inh -7, hcGAS inh -5 and NPYLR7 agonist -1.
For O=P1(Nc2ccc(SC(F)F)cc2)C=C(c2ccccc2)OC(c2ccccc2)=C1 the results were hcGAS inh 4 and NPYLR7 agonist -5.
Screening Nc1nnc(CS(=O)(=O)c2ccc(Cl)cc2)o1 returned mcGAS inh -3, hcGAS inh -6 and NPYLR7 agonist 16.
Screening CCOc1nc(-c2ccccc2C)n(-c2ccc(NC(=O)c3ccc([N+](=O)[O-])cc3)cc2)n1 returned mcGAS inh 0, hcGAS inh 4 and NPYLR7 agonist -6.
Screening COc1ccc(-c2noc(C3CC(C(C)C)=NO3)n2)c(OC)c1 (stereo not given) returned hcGAS inh -13 and NPYLR7 agonist -5.
CC(C)N1CCC1(C)C(=O)Nc1cccc(F)c1 (stereo not given) was read as mcGAS inh 5, hcGAS inh 12 and NPYLR7 agonist -9.
For COCCNC(=O)CCN(C(=O)c1ccoc1)C1CC1 the results were mcGAS inh -2 and hcGAS inh 1.
COc1cccc(Cn2cccc2CN(Cc2ccccc2)C(=O)CN(C(C)=O)C(C)C)c1 was read as mcGAS inh -4, hcGAS inh 0 and NPYLR7 agonist -7.
`O[C@@H]1CN(c2ncccc2Cl)CC[C@H]1c1ccc2c(c1)OCO2` gave mcGAS inh -10, hcGAS inh -1 and NPYLR7 agonist 13.
`Cc1cnccc1NC(=O)C(C)SCc1ccccc1` (stereo not given) gave hcGAS inh -9 and NPYLR7 agonist 3.
For CCN(C(=O)c1ccc2nc(C)[nH]c2c1)C1CCS(=O)(=O)C1 (stereo not given) the results were hcGAS inh 1 and NPYLR7 agonist 6.
Screening Cc1nc(-n2cccc2)sc1C(=O)N1CCC(NC(=O)OC(C)(C)C)CC1 returned mcGAS inh -4, hcGAS inh -4 and NPYLR7 agonist 2.
`CN(Cc1cc(-c2ccccn2)no1)C1CCC2(CCNCC2)CC1` gave mcGAS inh -17, hcGAS inh -2 and NPYLR7 agonist 4.
For C#CCSc1nnc(-c2cn(C)nc2OC)n1C the results were mcGAS inh -8, hcGAS inh -6 and NPYLR7 agonist 8.
For COC(=O)C1=C(O)/C(=C\c2ccc(O)c(C)c2)SC1=Nc1ccccc1OC the results were hcGAS inh 4 and NPYLR7 agonist -6.
Cn1cncc1CN1CCC(CO)(CN2CCCC2)CC1 was read as mcGAS inh -3 and hcGAS inh -1.
For Cc1cnccc1CN(C)C(=O)c1ccc(C#CC(C)(C)O)o1 the results were mcGAS inh -17, hcGAS inh -4 and NPYLR7 agonist 30.
For COc1ccc(S(=O)(=O)N2CCCC(C)C2)cc1N1CCN(S(=O)(=O)c2cccc(C#N)c2)CC1 (stereo not given) the results were mcGAS inh 0, hcGAS inh 5 and NPYLR7 agonist 3.
For CC(=O)NC1=NN(C(C)=O)C2(CCCCC2)S1 the results were hcGAS inh -7 and NPYLR7 agonist 2.
Screening CN(C(=O)c1cc2ccccc2s1)C(C(N)=O)c1cccc(F)c1 (stereo not given) returned mcGAS inh -15, hcGAS inh -6 and NPYLR7 agonist 11.
`CN(C)c1nc(N)nc(Nc2ccccc2C#N)n1` gave hcGAS inh -2 and NPYLR7 agonist -10.
CC1(C(=O)N2CCN(C(=O)c3ccco3)CC2)CCN1CCc1ccccc1 (stereo not given) was read as hcGAS inh -8 and NPYLR7 agonist 12.
O=C(C=Cc1ccco1)Nc1ccc(S(=O)(=O)Nc2ccccc2)cc1 was read as mcGAS inh -8, hcGAS inh -3 and NPYLR7 agonist -1.
Screening CCOC(=O)c1ccccc1NC(=O)N1CCC(Cc2ccc(C(F)(F)F)cc2)CC1 returned mcGAS inh 1, hcGAS inh -2 and NPYLR7 agonist -1.
`Cc1ccc(-c2ccc(=O)n(Cc3ccccc3F)n2)cc1` gave hcGAS inh -3 and NPYLR7 agonist 10.
Screening O=C1CCc2cc(Cl)c(S(=O)(=O)N3CCCC3c3ccc4c(c3)OCCCO4)cc2N1 (stereo not given) returned mcGAS inh -7, hcGAS inh -4 and NPYLR7 agonist 8.
`COc1ccccc1N1CCN(c2ncccc2CNC(=O)c2cnc[nH]2)CC1` gave hcGAS inh -6 and NPYLR7 agonist 1.
For Cc1cccc(-c2n[nH]c(=S)n2C2CCCCC2)c1 the results were hcGAS inh -4 and NPYLR7 agonist -2.
Screening CCOc1ccccc1C(=O)NCc1cccc(-c2ncc(-c3cc(OC)ccc3OC)[nH]2)c1 returned mcGAS inh -5, hcGAS inh -2 and NPYLR7 agonist -2.
`O=C(NCCc1nccc(-c2ccccc2)n1)C1CCC(=O)N(CCN2CCOCC2)C1` (stereo not given) gave hcGAS inh -6 and NPYLR7 agonist 3.
For Cc1nc2nc(S(=O)(=O)N3CCOCC3)nn2c(C)c1C the results were mcGAS inh 1, hcGAS inh 8 and NPYLR7 agonist 9.
`NC(=O)CN1CCOC(Cc2cccc3ccccc23)C1` (stereo not given) gave mcGAS inh -12 and hcGAS inh -3.
`CCC1CCCCN1S(=O)(=O)c1ccc2c(c1)CCC(=O)N2` (stereo not given) gave hcGAS inh -2 and NPYLR7 agonist -4.
CC(C)Oc1ccc(C(=O)NCCc2nnc3ccccn23)cc1 was read as hcGAS inh 1 and NPYLR7 agonist 1.
For CC(C(=O)NC(N)=O)N(C)Cc1ccc(C(=O)NC2CC2)cc1 (stereo not given) the results were hcGAS inh -6 and NPYLR7 agonist 10.
Cn1cncc1C(=O)NC1CCN(C2CCOCC2)CC1 was read as mcGAS inh 0 and hcGAS inh 6.
For Cc1csc(SCc2cc(=O)c(OC(=O)c3c(F)cccc3Cl)co2)n1 the results were mcGAS inh -6, hcGAS inh -5 and NPYLR7 agonist -2.
COc1ccccc1C(=O)Nc1ccc(C2SCC(=O)N2c2ccc3c(c2)OCO3)cc1 (stereo not given) was read as mcGAS inh -4, hcGAS inh -1 and NPYLR7 agonist -3.
Screening Cn1ccnc1C(NC(=O)c1cccc(S(=O)(=O)N2CCCCC2)c1)c1cccc(F)c1 (stereo not given) returned hcGAS inh -6 and NPYLR7 agonist -2.
Screening CCSc1nnc(NC(=O)CCc2c(C)nc3nc(SC)nn3c2C)s1 returned mcGAS inh -8, hcGAS inh -3 and NPYLR7 agonist 21.
For CC1CCN(c2nc3c(c(=O)[nH]c(=O)n3C)n2CCCc2ccccc2)CC1 the results were hcGAS inh -5 and NPYLR7 agonist -1.
`Cc1nn(C)c(C)c1-c1ccnc(NC2CCN(Cc3cccnc3)CC2)n1` gave mcGAS inh -11, hcGAS inh -6 and NPYLR7 agonist 4.
CC(=O)CCc1c(C)[nH]c2ccc(C)cc2c1=S was read as hcGAS inh -15 and NPYLR7 agonist 8.
Screening CCNC(=O)C(C)n1cnnc1C#N (stereo not given) returned hcGAS inh -15 and NPYLR7 agonist 7.
Cc1sc2ncnc(N)c2c1C was read as mcGAS inh -4, hcGAS inh 1&-1 and NPYLR7 agonist 1&5.
Screening CCOC(=O)C1=C(CC)NC2=C(C(=O)CC(C)(C)C2)C1c1cccc([N+](=O)[O-])c1 (stereo not given) returned hcGAS inh -3 and NPYLR7 agonist 3.
`COCCNC(=O)c1cc(-c2ccc(C)cc2)nc2cc(C(C)(C)C)nn12` gave mcGAS inh 0, hcGAS inh -4 and NPYLR7 agonist -4.

Quoted at random: 7 entries already listed.
For CC1CCN(c2nc3c(c(=O)[nH]c(=O)n3C)n2CCCc2ccccc2)CC1 the results were hcGAS inh -5 and NPYLR7 agonist -1.
Cc1sc2ncnc(N)c2c1C was read as mcGAS inh -4, hcGAS inh 1&-1 and NPYLR7 agonist 1&5.
Screening CCOC(=O)C1=C(CC)NC2=C(C(=O)CC(C)(C)C2)C1c1cccc([N+](=O)[O-])c1 (stereo not given) returned hcGAS inh -3 and NPYLR7 agonist 3.
CC(=O)CCc1c(C)[nH]c2ccc(C)cc2c1=S was read as hcGAS inh -15 and NPYLR7 agonist 8.
Cn1cncc1C(=O)NC1CCN(C2CCOCC2)CC1 was read as mcGAS inh 0 and hcGAS inh 6.
COc1ccccc1C(=O)Nc1ccc(C2SCC(=O)N2c2ccc3c(c2)OCO3)cc1 (stereo not given) was read as mcGAS inh -4, hcGAS inh -1 and NPYLR7 agonist -3.
`COCCNC(=O)c1cc(-c2ccc(C)cc2)nc2cc(C(C)(C)C)nn12` gave mcGAS inh 0, hcGAS inh -4 and NPYLR7 agonist -4.

New compounds follow.
`COc1ncccc1-c1cc2c(cn1)nc(NCc1cccc(C)c1)n2C` gave mcGAS inh -6, hcGAS inh -4 and NPYLR7 agonist 17.
Cc1c(/C=N\N2C(=O)C3C4C=CC(C5CC45)C3C2=O)c2ccccc2n1Cc1ccccc1Cl (stereo not given) was read as mcGAS inh -7, hcGAS inh -2 and NPYLR7 agonist -12.
For Cc1nc(CNC(C)COc2ccccc2)cs1 (stereo not given) the results were hcGAS inh -3 and NPYLR7 agonist 1.
Screening CCCCCCCC(=O)N(CCCOC)CC(=O)N(Cc1cccn1Cc1ccc(F)cc1)C1CCCCC1 returned mcGAS inh 0 and hcGAS inh 5.
Screening Cn1c(=O)[nH]c(=O)c2c1nc(Sc1nc3ccccc3[nH]1)n2Cc1ccc(Cl)cc1 returned mcGAS inh -9, hcGAS inh -7 and NPYLR7 agonist 0.
For CC(c1ccccc1)N(C)C(=O)CN1CC(C(N)=O)Cc2ccccc21 (stereo not given) the results were hcGAS inh -3 and NPYLR7 agonist -11.
`Cc1nc2ncccn2c1C(=O)N[C@H]1C[C@H]2C(=O)N(C)CC(=O)N2C1` gave hcGAS inh -10 and NPYLR7 agonist -1.
`O=C(CN(CC(O)c1ccc(F)cc1)C1CC1)NCc1cccs1` (stereo not given) gave hcGAS inh 1 and NPYLR7 agonist -1.
CC(C)(C)N(Cc1ccccc1)C(=O)c1ccccc1Br was read as hcGAS inh -7 and NPYLR7 agonist -4.
COc1ccc(CC(=O)NCCOc2ccc3nnc(-c4cccc(OC)c4)n3n2)cc1 was read as mcGAS inh 0, hcGAS inh 1 and NPYLR7 agonist -7.
Screening CS(=O)(=O)c1ccc(CN2CCC(c3ccnc(-c4ccncc4)c3)C2)cc1 (stereo not given) returned hcGAS inh -2 and NPYLR7 agonist -4.
`Cc1cc(C(=O)CSc2nnnn2C2CCCC2)c(C)n1CC1CCCO1` (stereo not given) gave hcGAS inh -6 and NPYLR7 agonist 7.
For O=C(c1ccc(Cn2ccnc2)cc1)N1CCN(C(=O)C2CC2c2ccccc2)CC1 (stereo not given) the results were hcGAS inh -2 and NPYLR7 agonist -7.
For Cc1ccc(NC(=O)Cn2nc(C)c3ccccc3c2=O)cc1 the results were mcGAS inh -3, hcGAS inh 3 and NPYLR7 agonist 12.
For NS(=O)(=O)c1ccc(CCNC(=O)CSc2ncccc2Cl)cc1 the results were hcGAS inh 3 and NPYLR7 agonist 4.
COc1ccccc1NS(=O)(=O)c1ccc(N/N=C(\C)c2ccccc2OC)c([N+](=O)[O-])c1 was read as mcGAS inh -8, hcGAS inh -7 and NPYLR7 agonist 1.
Screening Cc1noc(C)c1NC(=O)NCC(Nc1ccccc1)C(C)C (stereo not given) returned mcGAS inh -14, hcGAS inh -8 and NPYLR7 agonist 18.
Screening C=CCNC(=O)C(C)Nc1ccc(C)c(C)c1 (stereo not given) returned hcGAS inh -6 and NPYLR7 agonist 12.
CC(C)[C@@H]1CC[C@@H](C)C[C@H]1OCC(=O)N1CCC(c2cn(C)c3ccccc23)CC1 was read as mcGAS inh -8, hcGAS inh -7 and NPYLR7 agonist 26.

From PubChem BioAssay
